# mIAP act = increases mouse intestinal alkaline phosphatase activity; muIAP, CDP-Star luminescence, 30 min; active compounds read high; 1 = vehicle-only enzyme signal, 0 = enzyme-free wells; activation factor at 10 µM; 330,000 tested, 0.24% active;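 active = activation factor of at least 2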; also: the source names both 10 and 20 µM as test concentration; values of inactives mirror those of a sister screen read the other way
#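 Assay system: mouse IAP enzyme; reagent: chemiluminescent substrate CDP-Star; dosing: test compounds delivered from DMSO solution; schedule: 30 min at room temperature; measured by: luminescence from enzymatic CDP-Star hydrolysis; controls: DMSO-only wells and no-enzyme negative control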
# A3A deaminase = human APOBEC3A DNA deaminase inhibition. recombinant A3A, FAM/TAMRA ssDNA deamination fluorescence. inhibition, % at 20 µM. 330,000 tested, 0.41% active. AID 493011;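 active = at least 40% inhibition at 20 µM here, with at most 30% in a related deaminase screen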;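 also: plate controls were A3A with DMSO for no effect and wells lacking A3A enzyme for full effect; some results filed as inactive read as strong as hits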
# Target sequence (P31941 whole entry, looked up): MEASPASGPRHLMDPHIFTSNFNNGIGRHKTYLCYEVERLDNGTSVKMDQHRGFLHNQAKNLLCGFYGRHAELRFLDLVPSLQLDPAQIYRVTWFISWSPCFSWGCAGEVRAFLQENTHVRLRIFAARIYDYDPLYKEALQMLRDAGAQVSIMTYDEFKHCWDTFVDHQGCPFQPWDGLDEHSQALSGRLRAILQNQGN
# TIM10 inh = growth inhibitors of TIM10 yeast strain; S. cerevisiae TIM10 strain growth, BacTiter-Glo luminescence, 24 h; inhibition, % at 10 µM; 330,000 tested, 1.4% active; AID 463195;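 active = inhibition of 40% or more at the single tested concentration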;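 also: wild-type TIM10 isogenic control strain grown at permissive 25 °C; 0% = DMSO yeast wells and 100% = minimal medium wells without yeast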
# A3G deaminase = inhibitors of human APOBEC3G DNA deaminase. inhibition, % at 20 µM. 330,000 tested, 0.28% active. recombinant A3G, ssDNA deamination FAM/TAMRA fluorescence. Q9HC16. AID 493012;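 active = inhibition of at least 40% at 20 µM, with no more than 30% in the related APOBEC3A deaminase screen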;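 also: plate controls were DMSO wells with A3G for no effect and wells lacking A3G enzyme for full effect; some compounds called inactive have numbers as strong as hits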
# Target sequence (Q9HC16 whole entry, looked up): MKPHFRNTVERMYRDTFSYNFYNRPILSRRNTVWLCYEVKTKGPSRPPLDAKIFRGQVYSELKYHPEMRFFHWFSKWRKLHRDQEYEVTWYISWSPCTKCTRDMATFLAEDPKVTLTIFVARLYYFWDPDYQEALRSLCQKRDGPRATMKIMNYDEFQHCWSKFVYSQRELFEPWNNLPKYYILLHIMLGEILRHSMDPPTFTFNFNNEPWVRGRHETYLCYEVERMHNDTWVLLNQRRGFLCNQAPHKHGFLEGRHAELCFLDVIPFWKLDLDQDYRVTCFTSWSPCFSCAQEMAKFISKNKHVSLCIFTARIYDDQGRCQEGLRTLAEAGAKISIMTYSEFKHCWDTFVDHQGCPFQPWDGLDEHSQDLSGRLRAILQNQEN
# mIAP inh = mouse IAP inhibition. purified mouse IAP, CDP-Star luminescence, 30 min. inhibition, % at 10 µM. 330,000 tested, 0.2% active. AID 2806;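 active = inhibition of at least 40% at 10 µM in the primary screen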;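 also: plate controls were DMSO with enzyme for no effect and no enzyme wells for full effect; values of inactives mirror those of a sister screen read the other way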
# beta cell repl = MIN6 beta-cell proliferation induction | proliferation, % at 10 µM | 330,000 tested, 0.29% active | MIN6 cells proliferation, ATPlite luminescence, 48 h; cells starved in 0.2% serum; 100% = growth in 10% serum;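 active = compounds whose signal lies at least 3.5 SD above the mean of all wells on their plate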;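 also: 0% = DMSO-treated cells in low-serum medium and 100% = 10% serum control; some compounds called inactive have numbers as strong as hits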
# tim10-1 inh = inhibits growth of tim10-1 mutant yeast. S. cerevisiae tim10-1 ts strain growth, BacTiter-Glo, 24 h. inhibition, % at 20 µM. 330,000 tested, 2.2% active;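 active = inhibition of at least 40%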;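 also: mutant grown at 25 °C; 0% = DMSO wells with yeast and 100% = wells holding no yeast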
# hIAP block = human IAP inhibition; purified IAP, CDP-Star luminescence, 30 min; inhibition, % at 10 µM; 330,000 tested, 0.12% active;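 active = inhibition reaching a set limit with compound at 10 µM in the primary screen, cut at about 35% in these data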;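 also: plate controls were DMSO wells with enzyme for no effect and no-enzyme buffer wells for full effect; values of inactives mirror those of a sister screen read the other way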
# NLRP3 yeast inh = NALP3 inhibition in yeast | AID 2825 | Yeast reconstituted NLRP3/ASC/caspase-1, beta-gal luminescence, 24 h | 330,000 tested, 0.39% active | inhibition, % at 10 µM;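 active = inhibition of 50% or more; inactive = inhibition below 50%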;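 also: plate controls were induced DMSO wells for no effect and uninduced yeast grown without galactose for full effect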
# An asterisk follows results filed as active.
[1] O=Cc1c(SCCO)nc2ccccn2c1=O
[2] CCOC(=O)C1CCN(C(=O)CN(c2ccc(Cl)c(C(F)(F)F)c2)S(C)(=O)=O)CC1
[3] N=C1S/C(=C\c2ccc(O)cc2)C(=O)N1c1ccc(F)cc1
[4] CCCOc1ccc(N2C(=O)CC(NCc3cccs3)C2=O)cc1 (stereo not given)
[5] O=C(NCC(c1cccnc1)N1CCN(c2ccc(F)cc2)CC1)c1cccc(Cl)c1 (stereo not given)
[6] Cc1c(N(C)S(=O)(=O)c2cc(C(=O)N3CCCC3)ccc2Cl)c(=O)n(-c2ccccc2)n1C
[7] COc1ccc2c(Cl)c(C(=O)N/N=C/c3cccnc3)sc2c1
[8] CCOC(=O)N1CCN(C(=O)COc2cc(C)c(Cl)c(C)c2)CC1
[9] COCCNC(=O)Cn1c(=O)oc2cc(S(=O)(=O)N3CC(C)CC(C)C3)ccc21 (stereo not given)
[10] N/C(=N\OC(=O)CCCc1ccccc1)c1cccc([N+](=O)[O-])c1
assay / entry,1,2,3,4,5,6,7,8,9,10
mIAP act,1,1.1,0.94,0.94,0.98,1.1,0.9,0.92,1,0.85
A3A deaminase,0,-1,1,-4,2,1,-5,-3,-2,4
TIM10 inh,-10,1,1,-25,-81,-15,13,13,-3,35
A3G deaminase,5,-4,0,-8,-3,7,-11,-8,-2,-3
mIAP inh,-5,-5,6,6,2,-8,10,8,-2,15
beta cell repl,-3,-1,-2,0,-3,-1,15*,-2,-3,0
tim10-1 inh,18,23,-2,-7,-3,-20,-3,13,-8,46*
hIAP block,-2,-12,-6,-20,-18,13,4,-15,-19,-4
NLRP3 yeast inh,-3,10,-2,7,5,-4,38,18,4,-7

[11] CCN1C(=O)[C@H]2[C@@H](c3ccc(-c4ccccc4)c(OC)c3)N[C@@](CC(C)C)(C(=O)OC)[C@H]2C1=O
[12] COc1cc(C2NC(=O)NC(c3ccccc3)=C2C(C)=O)cc(Cl)c1OCC(=O)O (stereo not given)
[13] CN(C)c1ccc(/C=C/c2nc3ccccc3s2)cc1
[14] COc1cc(N2CCCC2)c(OC)cc1/C=C(/C#N)c1ccc(F)cc1
[15] COCCn1c(=O)[nH]c2cc(C(=O)NCc3ccccc3)ccc2c1=O
[16] C/C(=N\NC(=O)CSCc1cccc(Br)c1)c1ccc([N+](=O)[O-])cc1
[17] CCOC(=O)N1CCN(Cc2c(O)ccc3ccccc23)CC1
[18] CCN(CC)C(=O)CSc1nc(C)cc(-c2cccs2)c1C#N
[19] O/N=C1\CCCc2oc3c(c21)CCCC3
[20] CC(C)C(=O)Nc1cccc(-c2nc3ccccc3o2)c1
assay / entry,11,12,13,14,15,16,17,18,19,20
mIAP act,0.88,0.94,0.98,0.82,1.1,0.88,0.94,0.98,0.98,0.87
A3A deaminase,4,0,-5,-9,-1,-3,-1,7,-4,4
TIM10 inh,13,12,36,21,2,14,17,8,-2,17
A3G deaminase,3,1,-7,-5,0,-6,-7,-3,-7,1
mIAP inh,12,6,2,18,-6,12,6,2,2,13
beta cell repl,-5,-3,-5,-5,-2,1,0,-1,-1,0
tim10-1 inh,3,5,47*,15,-3,15,11,28,14,23
hIAP block,-2,-2,11,32,6,15,-10,-3,-8,4
NLRP3 yeast inh,11,12,24,34,-9,0,1,13,8,40

[21] Cn1c(=O)c2[nH]c(-c3ccccc3)c(O)c2n(C)c1=O
[22] CCN(CC)CCNC(=S)Nc1ccc2nc(N3CCCC3)cc(C)c2c1
[23] CCNc1nc(OC)nc(SCC(=O)Nc2ccccc2)n1
[24] Cc1cc(N2CCC(C(=O)NC3CC3)CC2)nc(-c2ccccc2)n1
[25] CC(=O)C1=C(O)C(=O)N(c2ccc(O)cc2)C1c1ccc(Cl)cc1 (stereo not given)
[26] Fc1cnc(N2CCN(c3ccccc3)CC2)nc1N1CCN(c2ccccc2)CC1
[27] CC1CCN(C(=O)COC(=O)c2cccc(S(=O)(=O)N(C)c3ccccc3)c2)CC1
[28] O=C(Nc1ccc(F)cc1F)c1noc2c1CCC2
[29] COc1ccc(C(=O)NC(=S)N2CCC(C)CC2)cc1
[30] CCOc1ccc(C(=O)Nc2nnc(C(C)C)s2)cc1OCC
assay / entry,21,22,23,24,25,26,27,28,29,30
mIAP act,0.99,1.1,0.99,1.1,1,0.96,0.99,1.1,1,1.1
A3A deaminase,0,4,1,4,-6,1,1,50*,-5,4
TIM10 inh,6,-6,-10,2,-11,-7,-3,11,21,17
A3G deaminase,-5,3,-3,-1,-7,-6,-6,15,-9,1
mIAP inh,1,-10,1,-8,-2,4,1,-6,-5,-7
beta cell repl,-2,-6,-1,-1,0,0,-2,-3,-3,2
tim10-1 inh,11,-9,24,14,7,11,-7,19,38,25
hIAP block,-4,-1,15,6,3,1,18,22,-11,-2
NLRP3 yeast inh,-3,4,-4,8,4,1,16,1,1,19

# Full records as entered above. Screens in order: mIAP act, A3A deaminase, TIM10 inh, A3G deaminase, mIAP inh, beta cell repl, tim10-1 inh, hIAP block, NLRP3 yeast inh
# Profile of CCNc1nc(OC)nc(SCC(=O)Nc2ccccc2)n1 = 0.99, 1, -10, -3, 1, -1, 24, 15, -4
# Profile of O=C(Nc1ccc(F)cc1F)c1noc2c1CCC2 = 1.1, 50*, 11, 15, -6, -3, 19, 22, 1
# Profile of COc1ccc(C(=O)NC(=S)N2CCC(C)CC2)cc1 = 1, -5, 21, -9, -5, -3, 38, -11, 1
# Profile of CC1CCN(C(=O)COC(=O)c2cccc(S(=O)(=O)N(C)c3ccccc3)c2)CC1 = 0.99, 1, -3, -6, 1, -2, -7, 18, 16
# Profile of CC(=O)C1=C(O)C(=O)N(c2ccc(O)cc2)C1c1ccc(Cl)cc1 (stereo not given) = 1, -6, -11, -7, -2, 0, 7, 3, 4

# Next section
[31] CCCS(=O)(=O)N1CCC(C(=O)NCCc2ccc(OC)c(OC)c2)CC1
[32] O=C1CSC(c2cccnc2)N1Cc1cccnc1 (stereo not given)
[33] CCC(C(=O)NCCCN1CCCCCC1)n1nc(C)c2sc3ccccc3c2c1=O (stereo not given)
[34] CCOC(=O)C1CCN(C(=O)CCc2ccccc2)CC1
[35] CCOc1ccc(S(=O)(=O)NCc2cccnc2)cc1C(C)C
[36] Cc1cccc(N(C(=O)c2sc(C)nc2C)C(C(=O)NCc2ccco2)c2ccccc2)c1 (stereo not given)
[37] O=c1[nH]c(Cc2ccccn2)nc2scc(-c3ccc(Cl)cc3)c12
[38] CCOC(=O)c1sc2ccc(S(=O)(=O)N3CCCCC3)cc2c1N
[39] CC(=O)Nc1ccc(NC(=O)Cc2sc(-c3cccnc3)nc2-c2ccc(C)cc2)cc1
[40] CCN(CC(=O)Nc1ccc(Br)cc1F)CC(=O)NC1CCS(=O)(=O)C1 (stereo not given)
assay / entry,31,32,33,34,35,36,37,38,39,40
mIAP act,0.95,0.84,1,0.98,1,1.1,1,1,1.1,1
A3A deaminase,1,-2,1,1,-7,-4,-1,-8,4,0
TIM10 inh,13,3,3,5,6,9,8,8,10,-8
A3G deaminase,0,6,8,2,-6,-3,-4,-12,-4,-7
mIAP inh,5,16,0,2,-4,-12,-3,-3,-6,-4
beta cell repl,0,1,-4,0,-3,-3,-2,-4,-4,-3
tim10-1 inh,-3,21,-5,2,-7,4,37,31,2,11
hIAP block,-6,-12,7,-11,-18,-3,-67,-2,-12,-13
NLRP3 yeast inh,-1,-7,6,14,4,2,9,7,22,14

[41] C=CCC[C@H](Cc1ccc(F)cc1)C(=O)OC[C@@H](C)NC(=O)[C@H](CC=C)CC(=O)N(CCO)Cc1ccccc1
[42] O=C(N[C@H]1C/C=C\C[C@H](CC(=O)N(CCO)Cc2ccccc2)C(=O)NC[C@H](c2ccccc2)OC1=O)OCC1c2ccccc2-c2ccccc21
[43] Cc1cc(C(=O)CCC(=O)Nc2ncccc2C)c(C)s1
[44] CCCCCC(=O)Nc1ccc(N2CCN(CC)CC2)c(Cl)c1
[45] O=C(COC(=O)c1ccc(O)cc1)NCC1CCCO1 (stereo not given)
[46] O=C(Cc1ccccc1)NCC(=O)Nc1ccc(OC(F)(F)F)cc1
[47] COc1ccccc1CNS(=O)(=O)CCNC(=O)c1ccccc1
[48] O=C(NCCc1ccccc1)C1CC(=O)N(C2CCCCC2)C1 (stereo not given)
[49] CCn1nnc(-c2ccccc2NC(=O)c2cnccn2)n1
[50] O=C1/C(=C/c2ccc(O)cc2)COc2ccccc21
assay / entry,41,42,43,44,45,46,47,48,49,50
mIAP act,1.1,0.93,0.92,0.97,1.1,1,1.1,1.1,1,0.79
A3A deaminase,-4,4,1,-1,0,-2,1,1,-1,-2
TIM10 inh,10,2,6,-1,-6,8,12,2,0,46*
A3G deaminase,-8,0,1,-6,-7,-9,0,-6,-4,-9
mIAP inh,-6,7,8,3,-5,0,-10,-6,-1,21
beta cell repl,-4,-5,-4,-3,-2,-1,0,2,-2,0
tim10-1 inh,15,-3,9,-10,0,-27,9,2,20,39
hIAP block,-7,7,-3,4,-6,11,18,-58,-16,18
NLRP3 yeast inh,10,14,15,14,6,13,6,11,10,49

[51] O=C(O)CCN1CCN(S(=O)(=O)c2ccc3ccccc3c2)CC1
[52] O=C(Cn1sc2ccccc2c1=O)NC12CC3CC(CC(C3)C1)C2
[53] O=C(c1cccc(-n2cnnn2)c1)N1CCOCC1
[54] CCn1c(/C=N/NC(=O)c2ccc(OC)cc2)nc2ccccc21
[55] CCOc1ccc2nc(N3CCCC(C(=O)NCCCN4CCCCC4)C3)sc2c1 (stereo not given)
[56] CCc1[nH]nc(C(=O)N/N=C/c2ccncc2)c1C
[57] CCCNC(=O)N1CCN(C(=O)NCCC)CC1
[58] Cc1cccc(Nc2nnc(SCC(=O)NCC3CCCO3)s2)c1C (stereo not given)
[59] Cc1ccc(NS(=O)(=O)c2ccc(-c3cnc(C4CC4)o3)cc2)c(C)c1
[60] COc1cccc(NC(=O)c2ccc(N3C(=O)C4CC=CCC4C3=O)cc2)c1 (stereo not given)
[61] O=C(NCCN1CCOCC1)c1cc2ccccc2o1
[62] O=C(N/N=C/c1cccc2nccnc12)c1ccccc1O
[63] O=C(NCc1ccccc1)c1cccnc1N1CCOCC1
assay / entry,51,52,53,54,55,56,57,58,59,60,61,62,63
mIAP act,0.95,1.1,0.94,1,1,0.94,0.97,1.1,0.87,1,1,0.99,1.1
A3A deaminase,-3,0,-1,-3,-7,-9,0,0,-6,2,0,-11,7
TIM10 inh,-1,26,-3,-17,-12,-2,-10,-7,1,-21,-8,3,2
A3G deaminase,-6,78*,-7,-6,-7,-7,-1,-6,-10,7,-2,-7,5
mIAP inh,5,-6,6,-3,-1,6,3,-10,13,-1,-2,1,-9
beta cell repl,-2,-4,-1,-4,1,0,2,-1,-6,-2,-2,-4,1
tim10-1 inh,9,33,-4,38,10,4,0,-4,53*,-4,22,10,7
hIAP block,4,3,1,-18,-17,7,-3,-8,-13,-7,-14,-33,-6
NLRP3 yeast inh,4,42,18,10,14,6,12,3,1,24,11,1,15

# Bioassay records (PubChem BioAssay)

# This is a random part of the collection; any-hit rate near 4.6%.
